# aSyn yeast inh – qHTS of alpha-syn Inhibitors | AID 652106, 2013 | 370,000 compounds, 0.14% hits | Yeast expressing alpha-synuclein, growth rescue, BacTiter-Glo, 24 h | Potency, µM (top dose mostly 46.1 µM), for inactives: top-dose growth rescue (activation), usual class: activators; note: potency is the fitted concentration of half-maximal effect; % of control where 0% means no effect; nearly all actives have a fitted effect of over 65% in size
#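 Galactose-induced alpha-syn yeast (OD600=0.02, raffinose-pregrown) + pinned cpd, 24 hr, 30 deg C; growth by BacTiter-Glo luminescence. Growth restoration scores as activation.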
# TDP-43 yeast inh – qHTS of TDP-43 Inhibitors. TDP-43 expressing yeast growth rescue, BacTiter-Glo, 24 h. Potency, µM (highest dose often 46.1 µM), inactives show at the top dose growth rescue (activation), most hits filed as activators. 410,000 compounds, 1.8% hits; note: potency is the fitted concentration of half-maximal effect; % of control where 0% means no effect; nearly all actives have a fitted effect of over 50% in size
#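 Readout is BacTiter-Glo luminescence of cell growth, so inhibitors register as activators. TDP-43-expressing yeast at OD600=0.02 in galactose medium, after raffinose pregrowth to mid-log, were incubated with compound for 24 hr at 30 deg C.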
# GLP1R inv ag – qHTS of GLP-1 Receptor Inverse Agonists (Inhibition Mode); 410,000 compounds, 1.6% hits; Potency, µM (highest dose often 38.3 µM), for inactives: at the top dose activity change, negative = inhibition, usual class: inhibitors; Glucagon-like peptide 1 receptor (Homo sapiens), P43220; HEK293 GLP-1R CRE-luciferase, luminescence, 24 h; GLP-1R form is constitutively active; note: potency is the fitted concentration of half-maximal effect; % is set by controls: 0 for no effect and ±100 for the full control effect; nearly all actives have a fitted effect of over 55% in size
# Target sequence (P43220 whole entry, looked up): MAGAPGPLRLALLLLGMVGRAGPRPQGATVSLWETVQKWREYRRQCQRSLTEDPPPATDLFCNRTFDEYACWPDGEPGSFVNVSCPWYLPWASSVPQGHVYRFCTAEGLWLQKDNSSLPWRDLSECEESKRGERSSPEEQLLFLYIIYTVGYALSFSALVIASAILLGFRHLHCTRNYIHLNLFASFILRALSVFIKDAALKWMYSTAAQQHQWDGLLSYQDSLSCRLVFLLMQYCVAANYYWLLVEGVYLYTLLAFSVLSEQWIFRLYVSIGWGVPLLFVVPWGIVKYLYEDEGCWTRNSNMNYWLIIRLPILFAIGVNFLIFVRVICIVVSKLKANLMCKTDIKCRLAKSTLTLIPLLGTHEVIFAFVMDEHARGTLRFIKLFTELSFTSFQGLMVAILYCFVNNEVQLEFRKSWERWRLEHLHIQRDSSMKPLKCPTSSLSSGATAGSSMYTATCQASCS
#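 HEK293 cells stably co-expressing constitutively active GLP-1R and a cAMP-responsive luciferase reporter were seeded in DMEM with 10% Nu serum, given compounds after 12 h, and incubated 24 h at 37 deg C. Luminescence was then read.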
# FUS yeast rescue – qHTS for Suppressors of FUS Proteinopathy: Primary screen using FUS-linked yeast assay; S. cerevisiae FUS-expressing, growth rescue, OD600, 24 h; Potency, µM (top dose mostly 76.6 µM), for inactives: top-dose growth rescue (activation), actives largely listed as activators; 390,000 compounds, 0.24% hits; AID 1347120, 2019;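 note: potency is the fitted concentration of half-maximal effect; plate controls were DMSO vehicle for no effect and reference control for full effect; nearly all actives have a fitted effect of over 55% in size; some results filed as inactive show a strong effect at the top dose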
#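 Absorbance at 600 nm, taken 24hr after compound addition, measured rescue of FUS-yeast growth at 30C. Induction used 2% galactose with seeding at OD 0.005. Controls: CP55940 from 92uM final, DMSO only.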
# MmCpn inh – Inhibitors of TCP-1 ring complex (TRiC) of Methanococcus maripaludis (MmCpn): qHTS | 330,000 compounds, 0.031% hits | purified Mm-Cpn ATPase, ADP Transcreener TR-FRET | Chaperonin Mm-Cpn (Methanococcus maripaludis) | Potency, µM (top dose mostly 76.9 µM), for the others: at the top dose activity, negative = inhibition, actives largely listed as inhibitors; note: potency is the fitted concentration of half-maximal effect; % is set by controls: 0 for no effect and ±100 for the full control effect; nearly all actives have a fitted effect of over 80% in size
#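 Eu-cryptate anti-ADP/ADP-d2 competition gives a ratio inversely related to ADP. Enzyme at 25 nM was pre-exposed to compound for 10 min, then given 10 uM ATP for 30 min, 37°C throughout.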
# pAkt inh – HTS Assay for Inhibitors of Akt Phophorylation: Primary Screen; Neuro2A IGF-stimulated pAkt S473 HTRF, 20 min; hits give low values; activity change, % for hits at 50 µM; 360,000 compounds, 0.32% hits; in the data active = activity change below about -80%; inconclusive = mostly about -51% to -80%; note: % is set by controls: 0 for no effect and ±100 for the full control effect
#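 Neuro2A cells (4,500/well, DMEM with 0.5% FBS) were treated with compound at a single 50 µM final concentration, stimulated with 6 nM IGF for 20 min at 37 °C, and lysed. Phospho-Akt Ser473 was read by HTRF as 665/615 ratio ×10^4.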
# HEK293 tox – qHTS of GLP-1 Receptor Inverse Agonists: Cytotox Screen. HEK293 cAMP-luciferase reporter cells, luminescence, 24 h. Potency, µM (top dose mostly 38.3 µM), for inactives: at the highest dose activity change, negative = inhibition, most hits filed as inhibitors. 410,000 compounds, 0.13% hits. AID 624418, 2012;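 note: loss of luciferase light is scored as toxicity; potency is the fitted concentration of half-maximal effect; % is set by controls: 0 for no effect and ±100 for the full control effect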
#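 MLSMR compounds, 24 hr on cells at 37 deg C/5% CO2; luminescence after luciferase reagent (12 min RT). Inhibition counted as the undesired cytotoxic outcome.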
# Abeta yeast res – qHTS for compounds that reverse cellular toxicity of Amyloid beta (A-beta) peptide in yeast: Primary Screen; yeast expressing A-beta42, growth rescue, OD600, 48 h; response scale: 0% DMSO, 100% iron-clioquinol control; Potency, µM (series often up to 46.1 µM), for the others: at the highest dose growth rescue, usual class: activators; 410,000 compounds, 0.063% hits; note: potency is the fitted concentration of half-maximal effect; nearly all actives have a fitted effect of over 55% in size
#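 Growth rescue measured by 600 nm absorbance after 48 h yeast culture at 30 C with compound. Values normalized between DMSO and an equimolar ferric chloride plus clioquinol control.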
# PTHR1 agonist – qHTS for PTHR1 Agonists: Primary Screen; Parathyroid hormone/parathyroid hormone-related peptide receptor (Homo sapiens), Q03431; HEK293 GP2 PTHR1 cells, GloSensor cAMP luminescence, 1 h; Potency, µM (series often up to 115 µM), without a hit: top-dose activation, actives largely listed as activators; 410,000 compounds, 0.075% hits; AID 743266, 2014; note: potency is the fitted concentration of half-maximal effect; nearly all actives have a fitted effect of over 55% in size; some results filed as inactive show a strong effect at the top dose; inactives centre near -15; many of its hits are not listed in these tables
# Target sequence (Q03431 whole entry, looked up): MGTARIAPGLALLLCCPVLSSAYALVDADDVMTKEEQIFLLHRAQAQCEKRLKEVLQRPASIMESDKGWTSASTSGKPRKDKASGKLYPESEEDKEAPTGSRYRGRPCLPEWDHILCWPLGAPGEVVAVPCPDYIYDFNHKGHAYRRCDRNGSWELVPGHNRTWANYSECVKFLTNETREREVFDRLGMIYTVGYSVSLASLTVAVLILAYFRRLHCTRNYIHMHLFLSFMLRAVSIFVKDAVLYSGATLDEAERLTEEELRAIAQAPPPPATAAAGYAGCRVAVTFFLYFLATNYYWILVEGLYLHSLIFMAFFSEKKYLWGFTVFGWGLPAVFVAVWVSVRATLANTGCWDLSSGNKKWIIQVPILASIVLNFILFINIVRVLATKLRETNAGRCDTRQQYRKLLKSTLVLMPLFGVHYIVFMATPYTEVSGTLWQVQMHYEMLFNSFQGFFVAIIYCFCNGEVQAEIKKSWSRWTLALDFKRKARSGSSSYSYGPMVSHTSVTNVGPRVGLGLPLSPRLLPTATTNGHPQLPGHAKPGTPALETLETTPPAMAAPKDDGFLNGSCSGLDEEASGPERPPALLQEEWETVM
#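 HEK-293-derived GP2 cells expressing PTHR1 and a GloSensor cAMP reporter, 3,000/well, plated overnight, given luciferin plus IBMX (each 0.5 mM as added) for 1 h at 37 °C, then compound for 1 h at 37 °C. Luminescence was read after 15 min at room temperature.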
# Active calls of the source: *; i = inactive; ? = inconclusive; . = not tested or not shown; & = joins results of further samples; [ ] = dose if it differs, or a comment. Unless noted, calls come from the whole dose curve; as a rule, active = well fitted curve in the direction sought with a large enough effect; inconclusive = small, poorly fitted or top-dose-only effect, or another doubt; inactive = no such curve, though single readings can be large; an effect the other way counts as inactive or inconclusive.
SMILES,aSyn yeast inh,TDP-43 yeast inh,GLP1R inv ag,FUS yeast rescue,MmCpn inh,pAkt inh,HEK293 tox,Abeta yeast res,PTHR1 agonist
Cc1ccc(Nc2nc(CSc3nnc(-c4ccccc4C)n3C)cs2)cc1,7.9%,21.4%,?,.,-2.4%,i,2.8%,-2.5%,-21.4%
COc1ccc(OS(=O)(=O)c2ccc(N3C(=O)CCC3=O)cc2)cc1,0.1%,0.0%,1.0%,8.8%,0.8%,i,476.1%[activator],-0.4%,-15.0%
CCN(CC)C(=O)CSc1nc2sc3c(c2c(=O)n1CCCOC)CCC3,13.1%,21.4%,-15.6%,14.0%,-2.9%,i,-5.3%,5.4%,-11.9%
O=C(CNc1ccccc1)N/N=C/c1c(O)ccc2ccccc12,-0.1%,2.2%,?,-6.6%,-2.5%,i,-16.3%,-6.4%,i
O=S(=O)(N[C@@H]1CC[C@H](CCNS(=O)(=O)c2ccccc2Cl)O[C@@H]1CO)c1ccccc1,1.7%,0.0%,24.6%,13.2%,.,i,-2.3%,3.7%,-15.3%
COc1ccc(N2CCN(C3CCCN(S(=O)(=O)c4ccccc4)C3)CC2)cc1 (configuration not stated),-7.4%,-6.7%,-23.3%,.,2.4%,i,2.7%,-6.2%,-10.7%
COc1ccc(CN(C)C(=O)C2CCN(C(=O)Nc3ccccc3)CC2)cc1,-5.0%,24.3%,1.5%,-6.9%,0.9%,i,11.0%,12.7%,-5.5%
COc1ccc(N(C(=O)/C=C\C(=O)Nc2ccc(C)cc2)C(C(=O)NCc2ccco2)c2ccc(C)cc2)cc1 (configuration not stated),.,-3.4%,?,?,.,.,-5.1%,6.0%,i
C/C(=N\NC(=O)c1ccc(N2CCCC2=O)cc1)c1ccc(O)cc1O,0.4%,-6.2%,?,0.2%,1.1%,i,4.8%,17.8%,-66.3%[inhibitor]
Cc1ccc(S(=O)(=O)c2c(C)nn(C(C)(C)C)c2OC(=O)CC(C)C)cc1,4.5%,0.4%,?,19.8%,3.0%,i,-4.1%,?,-18.2%
CCCCN(CCCNC(=O)c1c(C)cc(=O)oc1C)c1ccccc1,5.3%,1.0%,-7.1%,16.6%,-0.5%,i,-23.8%,0.2%,-37.0%[inhibitor]
COc1ccc(OC)c(NC(=O)c2cc(-c3cc(C)ccc3O)n[nH]2)c1,5.9%,-23.2%,?,18.0%,0.4%,i,?,-4.0%,i
Nc1c(C(=O)O)cnn1-c1ccccc1,-4.9%,-41.8%[inhibitor],-2.1%,-11.9%,0.6%,i,5.4%,-9.5%,-5.4%
Cc1ccc(-c2cc(C(=O)Nc3cccnc3)[nH]n2)c(O)c1C,1.7%,-0.2%,2.8%,12.2%,0.3%,i,-8.6%,-16.6%,-19.2%
CCN1CCN(C(=O)c2ccc(COc3cccc(Cl)c3)o2)CC1,-0.4%,4.4%,?,7.5%,-1.7%,i,20.7%,-3.7%,-30.2%
COc1ccc(N=Cc2c(O)n(-c3cccc(C)n3)c(=O)c3ccccc23)c(OC)c1,-9.3%,7.4%,7.5%,10.9%,1.0%,i,5.8%,-3.7%,i
O=C(CC1SC(=O)N(Cc2ccccc2)C1=O)Nc1nccs1 (configuration not stated),-0.7%,11.3%,3.0%,5.1%,-1.9%,i,2.7%,-4.3%,i
COC(=O)c1c(C)[nH]c(C)c1-c1ccccc1,-17.5%,5.1%,0.1%,11.6%,-0.6%,i,-4.8%,-6.2%,-6.6%[57.5 µM]
Cc1cccc(NC(=S)/N=C(\N)Nc2nc(C)c3ccccc3n2)c1,-9.7%,20µM*,?,4.7%,?,i,?,?,-18.6%
CCc1nc(C)cn1S(=O)(=O)c1cc(OC)c(C)cc1C,1.9%,-14.6%,-2.2%,?,0.3%,i,13.0%,-5.5%,-9.2%[57.5 µM]
COC(=O)c1ccc(CN2CCc3ccc(NC(=O)c4ccncc4)cc3C2)cc1,5.2%,3.8%,-9.9%,16.8%,-1.0%,i,0.5%,-2.7%,i
O=C(COC(=O)c1ccc(Oc2ccccc2)cc1)Nc1nnc(-c2ccccc2)o1,22.4µM*,22.4µM*,-5.5%,24.8%,1.1%,i,-11.2%,20.2%,i
Cc1cc(NC(=O)OC2CCCCC2)ccc1[N+](=O)[O-],-11.9%,-12.2%,?,-8.9%,1.7%,i,-20.5%,?,-22.8%
O=C(O)CSCCOc1ccc(OCCSCC(=O)O)cc1,4.6%,23.5%,5.0%,.,0.8%,i,-3.6%,0.6%,-2.8%
COC(=O)C(CCSC)NC(=O)c1cccc([N+](=O)[O-])c1 (configuration not stated),-2.0%,-11.4%,5.1%,31.5%,-1.4%,i,3.7%,-7.5%,-22.6%
COc1cc(/C=N/NC(=O)Cn2nc([N+](=O)[O-])cc2C)cc(Br)c1OCc1ccccc1,-4.9%,2.9%,-21.4%,35.5%,-0.4%,i,-21.4%,12.9%,-0.7%[57.5 µM]
O=C(CN1CCN(c2ccc(O)cc2)CC1)NCC(=O)Nc1ccc(F)c(F)c1F,1.1%,14.0%,-16.4%,3.4%,-1.2%,i,?,1.2%,i
CCCCn1c(SCC(=O)N2CCCc3ccccc32)nc2c1c(=O)n(C)c(=O)n2C,-2.0%,-19.8%,3.7%,5.9%,0.7%,i,19.9%,-6.2%,-15.6%
CCN1CCN(CC(=O)N/N=C/c2ccc(F)cc2F)CC1,-1.1%,15.3%,1.6%,-13.5%,2.5%,i,1.2%,11.6%,i
CCc1ccccc1NC(=O)C1CCCN1C(=O)Nc1ccc(C)cc1 (configuration not stated),0.4%,8.3%,3.2%,18.4%,-1.6%,i,0.6%,8.6%,i
CCc1nc(Nc2ccc(N3CCN(C(C)=O)CC3)cc2)c2oc3ccccc3c2n1,-8.8%,-10.4%,0.4%,37.5%,-6.3%,i,-28.2%,-8.3%,-37.0%[inhibitor][57.5 µM]
O=C(O)/C=C/C(=O)N1CCN(Cc2ccc3c(c2)OCO3)CC1,-0.5%,3.3%,2.3%,-11.8%,-1.4%,i,-6.0%,-2.2%,-17.4%
Cc1ccc2cc(C(c3nnnn3C3CCCC3)N(Cc3cccnc3)Cc3ccco3)c(=O)[nH]c2c1 (configuration not stated),8.1%,-23.3%,-1.8%,35.9%,-1.7%,i,-18.6%,-5.6%,-8.9%[57.5 µM]
Cc1ccc(C(=O)N2CCc3ccccc3C2)cc1S(=O)(=O)N1CCOCC1,1.7%,0.0%,7.3%,22.5%,-1.0%,i,0.9%,21.0%,-31.0%[inhibitor]
CN(C(=O)c1ccc(NC(=O)Cc2ccc(NC(=O)C3CCCN(C(=O)C4CCC4)C3)cc2)cc1)C1CCCC1 (configuration not stated),1.3%,15.5%,1.1%,23.5%,.,i,0.3%,6.3%,i
COc1ccc2[nH]c3ccc(OC)cc3c2c1,-12.8%,8.91µM*,-1.3%,22.4%,-2.9%,i,-2.0%,16.9%,-6.7%[57.5 µM]
CN(C)CCN1CCc2ccccc21,8.9%,-5.1%,21.2%,16.1%,.,i,?,2.6%,i
CCC(C)Sc1cccc(-c2nc3cc(C)ccn3c2NCc2ccccc2)c1 (configuration not stated),-18.6%,-0.2%&22.3%,?,?,-0.7%,i,-18.9%,-31.3%,-36.3%[inhibitor]
Cc1ccc(C)n1-n1c(C)nc2scc(-c3ccccc3)c2c1=O,0.4%,28.5%,?,14.6%,-1.5%,i,6.1%,-18.5%,2.3%[57.5 µM]
CCCCCNC(=O)C(C)NS(=O)(=O)c1ccc(OC)cc1 (configuration not stated),-6.9%,-6.8%,0.1%,-2.0%,.,i,-6.8%,-3.9%,6.6%
O=C(CCCCCN1C(=O)c2cccc3cccc(c23)C1=O)NCc1cccnc1,-1.9%,-4.3%,?,15.3%,-4.1%,i,-1.0%,7.0%,i
CCOc1ccccc1C(=O)Nc1ccccc1O,-12.1%,14.1µM*,?,8.0%,0.7%,i,-4.0%,-5.3%,i
Cc1ccc(NC(=O)CCSc2nnc(-c3ccco3)o2)cc1,-9.4%,7.0%,?,18.9%,0.6%,i,-13.3%,13.9%,10.8%[57.5 µM]
Cc1ccc(S(=O)(=O)NCc2ccccc2)cc1,2.4%&25.4%,20.4%,0.9%,-27.2%,1.0%,i,2.9%,21.6%,i
CCc1ccc(C(=O)NNC(=O)c2cccc(S(=O)(=O)N3CCN(C)CC3)c2)cc1,0.4%,-10.5%,9.7%,5.0%,1.5%,i,6.2%,7.8%,i
Cc1ccccc1Cn1cc(NC(=O)c2cc(-c3ccco3)on2)cn1,-4.5%,-10.6%,-20.7%,11.8%,-8.6%,i,-22.6%,-6.2%,-2.1%

# The list is partial. The share of hits here may be higher or lower than overall.
